Screening results as filed in PubChem.
Ba/F3 V617F tox: loss of viability in JAK2V617F-driven Ba/F3 cells; Ba/F3 EpoR-JAK2V617F viability, ATP luminescence; inhibition, % at 5.6 µM; 220,000 tested, 1.1% active; AID 1446;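 active = inhibition above the campaign mean plus 3 SD over all tested compounds, cut at about 24% in these data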;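 note: cytokine-independent growth of Ba/F3 cells driven by EpoR plus mutant JAK2; 0% = DMSO-treated cells and 100% = JAK inhibitor I control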
NPY2 pot ag: potentiates or activates human NPY-Y2 receptor. cells expressing NPY-Y2, potentiator/agonist read-out. activation, % at 3.6 µM. 220,000 tested, 0.45% active. AID 1359; in the data active = activation above about 27%;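 note: cells stimulated with NPY near EC25 plus isoproterenol at EC100; 0% = vehicle plus submaximal agonist and 100% = vehicle plus saturating agonist; some results beyond the cut were filed as inactive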
RBBP9 inhibitor: blocks human serine hydrolase RBBP9; O75884; recombinant RBBP9, FP-Rh probe fluorescence polarization; inhibition, % at 7.94 µM; 220,000 tested, 0.2% active; AID 1515;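 active = inhibition above the campaign mean of all tested compounds plus 3 SD, cut at about 14% in these data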;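 note: plate controls were DMSO wells with RBBP9 for no effect and wells lacking RBBP9 protein for full effect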
Target sequence (O75884 whole entry, looked up): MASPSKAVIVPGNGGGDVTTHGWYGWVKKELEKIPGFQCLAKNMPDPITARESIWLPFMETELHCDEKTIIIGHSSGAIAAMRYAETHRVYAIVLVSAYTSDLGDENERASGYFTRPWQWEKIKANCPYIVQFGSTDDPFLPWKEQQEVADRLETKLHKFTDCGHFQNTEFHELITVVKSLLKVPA
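system = RBBP9 protein | input = RBBP9 at 2.5 µM in dispensed solution, before mixing | measured by = fluorescence polarization (mP), excitation 525 nm, emission 598 nm | incubation = enzyme-compound preincubation 30 min, then probe labeling 45 min, 25 °C | buffer or medium = Tris-NaCl-Pluronic buffer, pH 8.0 | compound = single dose 7.94 µM | also added = FP-Rh probe, 375 nM dispensing solution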
S1P4 antagonist: antagonists of human S1P4 receptor; O95977; S1P4-expressing cells, antagonist mode, reporter read-out; inhibition, % at 4.98 µM; 220,000 tested, 0.26% active; AID 1510; in the data active = inhibition above about 29%;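 note: 0% = wells stimulated with agonist and 100% = vehicle wells without agonist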
Target sequence (O95977 whole entry, looked up): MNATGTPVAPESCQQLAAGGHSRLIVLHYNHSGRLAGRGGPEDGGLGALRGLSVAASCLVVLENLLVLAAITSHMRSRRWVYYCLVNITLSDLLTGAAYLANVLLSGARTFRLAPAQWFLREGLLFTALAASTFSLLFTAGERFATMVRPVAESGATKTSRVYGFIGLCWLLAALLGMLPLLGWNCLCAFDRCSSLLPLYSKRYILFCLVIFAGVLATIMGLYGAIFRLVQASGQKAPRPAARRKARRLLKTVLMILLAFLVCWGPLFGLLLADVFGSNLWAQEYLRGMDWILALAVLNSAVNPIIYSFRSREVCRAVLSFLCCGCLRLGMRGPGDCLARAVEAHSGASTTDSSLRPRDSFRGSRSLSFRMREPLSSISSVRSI
Runt-CBFb FRET: inhibitors of human RUNX1 Runt domain binding to CBFb; 220,000 tested, 0.46% active; Cerulean-Runt/Venus-CBFb FRET ratio 530/480, 1 h; inhibition, % at 20 µM; Q01196+Q13951;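 active = inhibition over about 50% at 20 µM in the single-dose screen, limit read from the data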;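 note: 0% = DMSO wells and 100% = excess unlabeled CBFb competitor control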
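Measured by: fluorescence energy transfer, 422 nm excitation, 530/480 nm emission; test system: Cerulean-tagged RUNX1 Runt domain (FRET donor) fusion protein; buffer or medium: Tris pH 7.5 buffer with BSA; compound: one dose, 20 µM compound, 1% DMSO; times: two 1 h room-temperature incubations shielded from light; benchmarks: unlabeled CBFb 5 µM, positive control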
NPY Y1 blocker: NPY-Y1 (human) receptor antagonism; 200,000 tested, 1% active; P25929; inhibition, % at 3.6 µM; HEK293-CNG Y1 cells, membrane potential fluorescence; NPY at EC95, then isoproterenol;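 active = inhibition above the campaign mean inhibition of all tested compounds plus 3 SD, cut at about 20% in these data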;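 note: 0% = DMSO wells given NPY plus isoproterenol and 100% = isoproterenol alone without NPY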
Target sequence (P25929 whole entry, looked up): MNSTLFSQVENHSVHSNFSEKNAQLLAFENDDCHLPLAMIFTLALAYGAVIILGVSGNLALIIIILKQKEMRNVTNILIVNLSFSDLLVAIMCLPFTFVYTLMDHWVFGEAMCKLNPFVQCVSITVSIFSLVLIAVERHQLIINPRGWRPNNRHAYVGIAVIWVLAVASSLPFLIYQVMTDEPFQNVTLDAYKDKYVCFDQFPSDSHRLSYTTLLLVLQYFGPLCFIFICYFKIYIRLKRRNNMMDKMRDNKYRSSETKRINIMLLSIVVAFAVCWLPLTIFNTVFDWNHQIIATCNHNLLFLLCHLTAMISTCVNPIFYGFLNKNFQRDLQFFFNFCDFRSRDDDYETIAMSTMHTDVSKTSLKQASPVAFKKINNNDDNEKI
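Material: HEK293 cells co-expressing NPY Y1 receptor and cyclic-nucleotide gated channel. Timing: compound incubation 1 h at room temperature, readout 45 min post-stimulation. Signal: fluorescence, membrane potential probe.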
NPY1 pot ag: human NPY-Y1 potentiation or agonism, primary screen; P25929; NPY-Y1 expressing cells, potentiator/agonist activation; activation, % at 3.6 µM; 220,000 tested, 0.37% active; in the data active = activation above about 33%, passing the limit was not always enough;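 note: cells stimulated with NPY at EC10 then isoproterenol at EC100; 0% = low agonist plus stimulus and 100% = saturating agonist plus stimulus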
S1P4 ag: activates the human S1P4 receptor; S1P4-expressing cell line, agonist reporter assay; AID 1509; O95977; 220,000 tested, 0.35% active; activation, % at 4.98 µM; in the data active = activation above about 11%;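 note: 0% = DMSO vehicle and 100% = reference agonist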
BaF3 tox: reduces parental Ba/F3 cell viability, JAK2V617F counter-screen; CellTiter-Glo ATP luminescence; inhibition, % at 5.6 µM; 220,000 tested, 1.1% active;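 active = inhibition above a per-campaign cutoff, the mean inhibition of all tested compounds plus 3 SD, cut at about 27% in these data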;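 note: 0% = DMSO wells and 100% = JAK Inhibitor I control wells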
Active calls of the source: *; x = no result given.

structure	Ba/F3 V617F tox	NPY2 pot ag	RBBP9 inhibitor	S1P4 antagonist	Runt-CBFb FRET	NPY Y1 blocker	NPY1 pot ag	S1P4 ag	BaF3 tox
O=C(Cc1cccc2ccccc12)NN1C(=O)CSC1=S	3	-10	-9	-23	6	0	-7	2.8	5
COc1ccc(C)cc1NC(=O)COC(=O)Cc1ccc(-c2ccccc2)cc1	-2	-4	-15	-2	-4	1	-15	2.2	11
CCN(CC)S(=O)(=O)c1cccc(C(=O)Nc2cccnc2)c1	1	0	0	-8	0	1	-10	-2.6	4
CC(C)Oc1ccc(/C(O)=C2/C(=O)C(=O)N(CCN(C)C)C2c2ccco2)cc1 (centres undefined)	-1	-1	-9	-14	2	1	2	0.7	1
CCCCN(C)C(=O)c1c[nH]c2ccc(S(=O)(=O)N3CCOCC3)cc2c1=O	-4	22	-2	-6	x	-4	-6	-3.1	0
c1ccc(-c2[nH]ncc2CN2CCc3ccccc3C2)cc1	4	-11	-4	10	0	x	-25	0.5	1
c1coc(-c2nnc(-c3cccs3)o2)c1	-3	-1	7	-16	0	-1	-27	-0.7	0
CC(C)(C)NC(=O)COC(=O)c1ccccc1Oc1ccccc1	-1	-9	1	-6	0	x	-19	0.6	-3
Cc1cc(NC(=O)NC(C(F)(F)F)C(F)(F)F)no1	1	11	2	-6	1	2	-2	1.4	3
COc1ccc(C(=O)c2cnc[nH]2)cc1OC	-3	0	-4	1	0	x	11	1.0	3
CNC(=O)CC(=O)Nc1ccccc1C(=O)O	0	-22	5	4	-2	1	4	-0.3	3
Cc1cc(NC(=O)CCC(=O)N(c2ccccc2)C(C(=O)NC2CCCC2)c2cccs2)no1 (centres undefined)	-1	27	-6	7	1	-2	-14	-0.1	2
CC1=C(C(=O)OCC2CCCO2)C(c2coc3ccccc3c2=O)C2=C(CCCC2=O)N1 (centres undefined)	-1	1	-2	-6	-104	-1	-12	1.2	7
COc1ccc(OC)c(NC2c3ccccc3C(=O)N2Cc2ccc3c(c2)OCO3)c1 (centres undefined)	-5	5	2	6	5	2	0	-0.3	-2
CCC(C(=O)N1CCc2cc(OC)c(OC)cc2C1)c1ccccc1 (centres undefined)	-1	-2	0	4	1	-3	-46	1.4	2
COc1cc(/C=C\C(=O)OCn2nnc3ccccc3c2=O)cc(OC)c1OC	2	-12	2	-24	-4	7	-5	1.0	7
Cc1ccc(NC(=O)/C=C/c2ccc3c(c2)OCO3)cc1S(=O)(=O)N1CCOCC1	3	-11	-12	-13	-4	0	-2	1.3	5
O=C(COc1ccccc1Cl)N1CCN(c2ccc([N+](=O)[O-])c(N3CCCCC3)c2)CC1	-1	7	-8	-12	-4	1	-4	0.3	2
O=C(C1CCCCC1)N1CCc2ccccc21	-5	5	-6	2	1	1	18	1.3	5
CCOc1ccc(C(NC(=O)c2ccco2)c2ccc(OC)c(OC)c2)cc1 (centres undefined)	3	6	-6	4	1	2	-1	-0.1	1

The results go on:
structure	Ba/F3 V617F tox	NPY2 pot ag	RBBP9 inhibitor	S1P4 antagonist	Runt-CBFb FRET	NPY Y1 blocker	NPY1 pot ag	S1P4 ag	BaF3 tox
O=C(NCCCn1ccnc1)/C(=C/c1cccs1)NC(=O)c1ccco1	-2	15	0	15	0	-6	11	-0.9	2
O=c1[nH]cc(N2CCCCCC2)c(=O)[nH]1	1	1	-8	-5	2	x	4	1.4	-3
CCN1CCCC1CN(Cc1cc2c(C)cc(C)cc2[nH]c1=O)C(=O)NC1CCCCC1 (centres undefined)	0	-15	-5	-10	-2	14	-38	-2.5	5
CCNC(=S)NC1CC2CCC(C1)N2Cc1ccccc1 (centres undefined)	-4	7	1	-8	-1	3	12	-0.6	2
O=C(NC1CC1)c1ccc2c3c(cccc13)CC2	-2	5	-5	-29	2	8	-20	1.9	3
CC(C)C(NS(=O)(=O)c1cccc2nsnc12)C(=O)N1CCc2ccccc2C1 (centres undefined)	0	-2	-2	-5	1	6	-3	2.1	0
CCCCN1C(=O)/C(=C(/C#N)C(N)=O)c2ccccc21	-3	4	-3	-12	4	-1	-12	5.1	-3
Cc1ccc2nc(-c3ccc(N4C(=O)CC(N5CCC(C(N)=O)CC5)C4=O)cc3)sc2c1 (centres undefined)	0	22	-4	-12	8	2	13	0.5	7
O=C(NCCc1ccccc1)c1nc(-c2cccs2)no1	-2	-6	-7	14	-1	7	-26	-0.2	2
Cc1ccn2cc(-c3cccc(NC(=O)c4ccccc4)c3)nc2c1	5	0	-9	-21	-4	2	-17	-0.5	4
CCCOP(=O)(OCCC)C(Nc1ccc(C(C)C)cc1)c1ccc([N+](=O)[O-])cc1 (centres undefined)	-3	35*	6	-14	-10	9	28	-1.8	1
Cc1cc(C)cc(OCC(=O)NN2Cc3ccccc3C2=N)c1	-1	-16	-3	19	0	9	-22	0.5	0
Brc1ccc(-c2noc(C3CCCCC3)n2)cc1	2	-9	-2	-5	2	-1	6	1.6	3
CCOC(=O)c1cc(NC(=O)c2cccnc2)ccc1N1CCOCC1	-3	5	-3	-6	0	3	0	1.0	7
CSCCC(NC(=O)OC(C)(C)C)C(=O)NC(CC(C)C)C(N)=O (centres undefined)	7	2	-10	-8	0	-2	-1	-1.4	11
O=[N+]([O-])c1cccc(N=NN(CCO)c2cccc([N+](=O)[O-])c2)c1	-1	9	0	4	-2	8	-8	-2.7	6
COc1ccc(C)cc1N(CC(=O)O)S(=O)(=O)c1ccc(C)cc1	5	11	-1	-5	2	10	-4	0.6	8
CCc1ccc(NC(=O)C(=O)NCCN2CCN(S(C)(=O)=O)CC2)cc1	-4	6	-4	-4	0	1	7	0.9	0
c1ccc(CCn2nnnc2C(c2cccnc2)N2CCOCC2)cc1 (centres undefined)	-2	-1	0	1	0	-1	-7	0.5	6
COCc1nnc(NS(=O)(=O)c2ccc(NC(C)=O)cc2)s1	2	-15	-2	7	0	-3	-7	-0.2	8

Remaining list, next part:
structure	Ba/F3 V617F tox	NPY2 pot ag	RBBP9 inhibitor	S1P4 antagonist	Runt-CBFb FRET	NPY Y1 blocker	NPY1 pot ag	S1P4 ag	BaF3 tox
COCCCN1C(=O)C(=O)/C(=C(/O)c2ccc(OC)cc2C)C1c1cccnc1 (centres undefined)	-2	14	-1	-1	-1	-3	-1	1.1	0
CCOC(=O)CCC(=O)Nc1ccc([N+](=O)[O-])cc1C	-10	-2	-2	13	2	-1	10	-1.9	1
CC(=O)Cc1nsc(Nc2ccccc2)n1	-1	-3	11	-3	0	-1	8	-2.7	3
O=c1c(/C=N/Nc2ccccc2)c(Sc2nnnn2-c2ccccc2)nc2ccccn12	2	-5	-4	-16	-26	-4	-3	-0.3	4
O=C(O)c1csc(-c2cccc(Cl)c2)n1	-5	-23	1	1	8	x	-12	-1.9	-3
CCOC(=O)/C(C#N)=C/c1c(OCC)n(CC)c2ccccc12	-3	-4	-9	-15	-4	9	-38	0.4	-6
Cc1c(C(=O)N(Cc2cccs2)C2CCS(=O)(=O)C2)oc2ccccc12 (centres undefined)	4	1	2	6	0	-5	-5	-1.2	11
COc1cc2cccc(OC)c(=O)c2c(OC)c1OC	1	-11	-1	10	2	-2	-20	-1.8	0
O=C(CN(C(=O)CSc1nnc(COc2ccccc2)o1)c1ccc(F)cc1)NC1CCCCC1	-4	11	5	2	-4	7	5	4.5	1
CC1=C(C)CC(C(=O)NNC(=O)c2ccccc2O)C(C(=O)O)C1 (centres undefined)	3	6	-4	-19	-1	-2	-17	-3.5	3
COc1ccc(CC(=O)Nc2cccc(-c3nnc(-c4ccco4)o3)c2)cc1	-1	-6	-9	-7	0	-2	-2	0.4	3
COc1cc(-n2cnnn2)ccc1S(=O)(=O)N1CCOCC1	0	-6	0	-2	-1	-8	0	0.4	5
COCCSc1nc(N)c(NC(=O)c2ccc(OC)cc2)c(=O)[nH]1	2	-6	3	-7	1	0	-16	12*	2
Cc1cccc2sc(NC(=O)C3c4ccccc4Oc4ccccc43)nc12	-3	0	-4	-8	-1	18	-11	-2.3	2
Cc1ccc(-c2nnc(NCc3nc4ccccc4[nH]3)c3ccccc23)cc1S(=O)(=O)N(C)C	-2	2	-5	-10	2	-3	-37	5.7	5
CCOC(=O)c1cccc(NC(=O)C2CCCO2)c1 (centres undefined)	-4	-2	4	-9	0	-1	11	-2.7	-2
O=C(CN1CCN(c2ncccn2)CC1)NCc1ccccc1	0	-8	1	-14	0	3	-24	3.4	4
COC(=O)CN1C(=O)N/C(=C/c2ccccc2OC)C1=O	0	2	1	-8	0	8	4	-0.5	1
CCN(CC)S(=O)(=O)c1ccc(N/N=C/c2ccc(O)cc2O)nc1	50*	9	0	-5	3	-3	14	-0.1	6
Cc1nc2sc(-c3ccccc3)cc2c(=O)n1-n1cccc1	1	-5	-2	-6	0	1	-10	0.1	5

An excerpt of these results, with values under each structure.
Every second line gives: Ba/F3 V617F tox | NPY2 pot ag | RBBP9 inhibitor | S1P4 antagonist | Runt-CBFb FRET | NPY Y1 blocker | NPY1 pot ag | S1P4 ag | BaF3 tox
> COCCCN1C(=O)C(=O)/C(=C(/O)c2ccc(OC)cc2C)C1c1cccnc1 (centres undefined)
→ -2 | 14 | -1 | -1 | -1 | -3 | -1 | 1.1 | 0
> COc1ccc(CC(=O)Nc2cccc(-c3nnc(-c4ccco4)o3)c2)cc1
→ -1 | -6 | -9 | -7 | 0 | -2 | -2 | 0.4 | 3
> O=C(CN1CCN(c2ncccn2)CC1)NCc1ccccc1
→ 0 | -8 | 1 | -14 | 0 | 3 | -24 | 3.4 | 4

New compounds follow.
structure	Ba/F3 V617F tox	NPY2 pot ag	RBBP9 inhibitor	S1P4 antagonist	Runt-CBFb FRET	NPY Y1 blocker	NPY1 pot ag	S1P4 ag	BaF3 tox
O=C(COC(=O)C1CC2C=CC1C2)Nc1ccccc1 (centres undefined)	-5	-6	3	-17	0	-2	15	3.0	-1
C/C(=N\N)c1c(-c2ccccc2)c2cc(C)ccc2[nH]c1=O	1	-2	-6	-11	-1	x	7	1.5	1
O=C1CC(=C(c2ccccc2)c2ccccc2)C(=O)N1CCCCN1CCN(c2ccccc2)CC1	-4	7	-5	-7	1	9	-9	-3.6	3
COc1ccc(C(=O)COC(=O)c2cccnc2SC)cc1	1	5	-4	-14	2	3	-2	1.3	9
COc1ccc(/C=C2\N=C(c3ccccc3)N(c3ccc(C(=O)O)cc3)C2=O)cc1OC	-1	-55	-1	1	-9	x	-9	-0.9	-7
COC(=O)[C@@H](NC(=O)NC1CCCCC1C)C(C)C (some centres undefined)	-5	-7	-2	11	0	x	-7	-2.0	-3
CCOc1ccc2[nH]c(=O)c(CN(Cc3cccs3)Cc3nnnn3C(C)(C)C)cc2c1	0	1	-4	1	-3	11	2	-0.2	8
O=C(COC(=O)CNC(=O)c1ccco1)NCc1ccc(F)cc1	2	-12	-3	3	-2	7	-33	-0.3	8
COc1ccccc1-c1nnc(Sc2nc([N+](=O)[O-])nn2C)o1	60*	-5	5	7	0	-2	-22	0.6	19
